Scp1 inh: inhibitors of human Scp-1 phosphatase; 340,000 tested, 0.88% active; Recombinant Scp1, phosphopeptide, malachite green phosphate absorbance; inhibition, % at 20 µM;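 active means inhibition above about 50% at 20 µM, limit read from the data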;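 further: plate controls were DMSO wells with enzyme for no effect and wells lacking enzyme for full effect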
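Test system: SCP-1 phosphatase catalytic domain, residues 76-261 | Compound dosing: One concentration, 20 µM, with 1.0% DMSO | Schedule: 45 min room-temperature reaction, 5 min colour, 30 min stabiliser | Detection: Absorbance at 630 nm | Read-out basis: % inhibition of SCP-1 phosphate liberation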
DNMT1 inh: blocks human DNA methyltransferase DNMT1; 360,000 tested, 0.83% active; DNMT1 molecular beacon, Hinp1I cleavage, fluorescence; inhibition (reported as % activation of signal), % at 10 µM; P26358; in the data active means inhibition above about 50%
LMPTP inh: blocks human LMPTP phosphatase | 360,000 tested, 0.22% active | P24666 | inhibition, % at 20 µM | recombinant LMPTP-A, OMFP fluorogenic substrate, fluorescence intensity | AID 651560;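 active means compounds that cut the enzyme signal by at least half of the control window in the single-dose screen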;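 further: plate controls were DMSO wells with enzyme plus substrate for no effect and substrate without enzyme for full effect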
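Test system: LMPTP-A phosphatase enzyme. Amount: LMPTP-A at 0.625 nM final in the reaction. Reagent: OMFP substrate, 400 µM final. Times: 50 min at room temperature. Signal: endpoint fluorescence intensity from OMFP dephosphorylation. Read-out basis: % inhibition. Benchmarks: no-enzyme and uninhibited controls.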
CSN deneddyl inh: CSN deneddylation inhibition; Q92905; Purified CSN, SCF-Nedd8-OG deneddylation, fluorescence polarization; inhibition, % at 12.5 µM; 360,000 tested, 0.38% active; AID 651999;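 active means pattern-corrected inhibition above about 35%, with an unprinted fluorescence ratio check between 0.5 and 1.5, limit read from the data, passing the limit was not always enough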;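 further: 0% = enzyme with substrate and 100% = substrate without enzyme; some results filed as inactive read as strong as hits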
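Test system: Human Csn5 produced in HEK293T cells | Compound: 12.5 µM single point | Times: 90 min, room temperature | Signal: Fluorescence polarization readout | Read-out basis: % inhibition of substrate cleavage by Csn5 | Controls: no-enzyme wells high, enzyme-with-substrate wells low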
Rin1 Abl inh: blocks binding of human Rin1 to Abl; inhibition, % at 7.35 µM; 360,000 tested, 0.4% active; P00519+Q13671; TR-FRET Rin1/Abl binding, biochemical; AID 588664; in the data active means inhibition above about 5%, passing the limit was not always enough
Rpn11 inh: Rpn11 (human) deubiquitinase inhibition; O00487; human 26S proteasome, Ub4-pepOG fluorescence polarization; 20S core pre-blocked with epoxomicin; calls only at 20 µM; 360,000 tested, 0.59% active; AID 588493;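 active means inhibition at 20 µM, scaled to each plate's controls, above about 33%, limit read from the data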
Target sequence (O00487 whole entry, looked up): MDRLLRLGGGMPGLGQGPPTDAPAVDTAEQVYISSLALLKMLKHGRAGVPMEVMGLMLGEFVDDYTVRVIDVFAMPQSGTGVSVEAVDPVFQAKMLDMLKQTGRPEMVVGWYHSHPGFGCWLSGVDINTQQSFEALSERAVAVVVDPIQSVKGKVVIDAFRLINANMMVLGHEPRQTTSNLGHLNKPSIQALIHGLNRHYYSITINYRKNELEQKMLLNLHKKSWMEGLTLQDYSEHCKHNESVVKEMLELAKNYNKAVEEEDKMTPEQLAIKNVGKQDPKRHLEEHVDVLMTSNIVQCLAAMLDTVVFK
STEP block: STEP (human) phosphatase inhibition. recombinant STEP, OMFP fluorogenic substrate, fluorescence. inhibition, % at 20 µM. 360,000 tested, 0.25% active;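 active means inhibition at 20 µM, scaled per plate between control wells, above about 37%, limit read from the data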;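 further: 0% = DMSO with enzyme and substrate and 100% = substrate only without enzyme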
Target sequence (P54829 whole entry, looked up): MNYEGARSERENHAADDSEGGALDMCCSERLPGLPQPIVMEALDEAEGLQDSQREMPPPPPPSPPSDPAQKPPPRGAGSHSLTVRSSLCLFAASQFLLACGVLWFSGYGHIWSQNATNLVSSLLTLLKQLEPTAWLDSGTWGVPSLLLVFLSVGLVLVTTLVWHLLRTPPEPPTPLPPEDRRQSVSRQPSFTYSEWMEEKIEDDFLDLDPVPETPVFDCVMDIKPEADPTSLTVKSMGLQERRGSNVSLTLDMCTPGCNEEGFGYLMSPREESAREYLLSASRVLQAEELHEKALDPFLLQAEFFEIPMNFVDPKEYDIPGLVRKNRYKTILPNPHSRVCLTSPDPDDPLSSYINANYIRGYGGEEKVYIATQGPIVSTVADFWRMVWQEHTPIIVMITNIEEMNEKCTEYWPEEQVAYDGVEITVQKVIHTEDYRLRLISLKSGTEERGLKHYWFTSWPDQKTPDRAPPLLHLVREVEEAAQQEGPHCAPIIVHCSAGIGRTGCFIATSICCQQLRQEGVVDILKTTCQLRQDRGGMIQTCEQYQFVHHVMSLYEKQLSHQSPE
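Material: STEP (striatal-enriched tyrosine phosphatase) enzyme, cell-free | Medium: 50 mM Bis-Tris pH 6.0 with 2.5 mM DTT and 0.005% Tween 20 | Read-out: Percent inhibition scaled to no-enzyme and uninhibited-enzyme controls, plate-pattern corrected | Signal: Fluorescence read at 480 nm ex / 540 nm em | Times: 20 min reaction, room temperature, in the dark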
SUMO1 PPI mod: SUMO1-SIM interaction modulation; P63165; SUMO1 binding to a labelled peptide, TR-FRET, 1 h; AID 602429; inhibition, % at 20 µM; 360,000 tested, 0.33% active; in the data active means inhibition above about 37%
Target sequence (P63165 whole entry, looked up): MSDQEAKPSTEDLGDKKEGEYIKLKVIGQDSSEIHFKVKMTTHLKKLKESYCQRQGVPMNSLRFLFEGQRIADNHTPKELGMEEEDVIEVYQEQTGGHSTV
Neddyl block: cullin neddylation inhibition; TR-FRET cullin neddylation, biochemical; calls only at 25 µM; 360,000 tested, 0.58% active; AID 651699; in the data active means inhibition above about 36%
NadD inh: blocks S. aureus nicotinate mononucleotide adenylyltransferase; inhibition, % at 20 µM; AID 602399; purified NadD enzyme, colorimetric absorbance read-out; 360,000 tested, 0.78% active; in the data active means inhibition above about 26%; further: some compounds past the cut are filed as inactive
The depositor's hits bear a star.

Preview, five compounds:
Results for COc1ccc(NC(=S)NNS(=O)(=O)c2ccc3ccccc3c2)c(OC)c1 ?
Scp1 inh: -3; DNMT1 inh: -6; LMPTP inh: 1.8; CSN deneddyl inh: -5; Rin1 Abl inh: 2; Rpn11 inh: inactive; STEP block: 7; SUMO1 PPI mod: 2; Neddyl block: inactive; NadD inh: 9

What do the screens show for `Cc1ccc(O)c(C2=NNC(O)(C(F)(F)F)C2)c1` (stereo not given)?
Scp1 inh: -15; DNMT1 inh: -1; LMPTP inh: -0.8; CSN deneddyl inh: 0; Rin1 Abl inh: 3; Rpn11 inh: inactive; STEP block: -1; SUMO1 PPI mod: -3; Neddyl block: inactive; NadD inh: -5

How did CCOC(=O)/C(=C\C=C\c1ccccc1)NC(=O)c1ccccc1 do in these assays?
Scp1 inh: -5; DNMT1 inh: -4; LMPTP inh: 0.3; CSN deneddyl inh: 4; Rin1 Abl inh: -1; Rpn11 inh: inactive; STEP block: -2; SUMO1 PPI mod: -17; Neddyl block: inactive; NadD inh: -4

What do the screens show for `Cc1cc([N+](=O)[O-])nn1CC(=O)NNC(=S)Nc1ccc(F)cc1`?
Scp1 inh: -1; DNMT1 inh: 6; LMPTP inh: 1.1; CSN deneddyl inh: 0; Rin1 Abl inh: 2; Rpn11 inh: inactive; STEP block: -1; SUMO1 PPI mod: -3; Neddyl block: inactive; NadD inh: -1

What do the screens show for `CC(=O)Nc1ccc(S(=O)(=O)/N=C2/NC(=O)/C(=C\c3ccco3)S2)cc1`?
Scp1 inh: 53*; DNMT1 inh: 51*; LMPTP inh: 3.1; CSN deneddyl inh: 31; Rin1 Abl inh: 9; Rpn11 inh: inactive; STEP block: 5; SUMO1 PPI mod: 21; Neddyl block: inactive; NadD inh: 1

The listing, from the start:
Results for COc1ccc(NC(=S)NNS(=O)(=O)c2ccc3ccccc3c2)c(OC)c1 ?
Scp1 inh: -3; DNMT1 inh: -6; LMPTP inh: 1.8; CSN deneddyl inh: -5; Rin1 Abl inh: 2; Rpn11 inh: inactive; STEP block: 7; SUMO1 PPI mod: 2; Neddyl block: inactive; NadD inh: 9

What do the screens show for `Cc1ccc(O)c(C2=NNC(O)(C(F)(F)F)C2)c1` (stereo not given)?
Scp1 inh: -15; DNMT1 inh: -1; LMPTP inh: -0.8; CSN deneddyl inh: 0; Rin1 Abl inh: 3; Rpn11 inh: inactive; STEP block: -1; SUMO1 PPI mod: -3; Neddyl block: inactive; NadD inh: -5

How did CCOC(=O)/C(=C\C=C\c1ccccc1)NC(=O)c1ccccc1 do in these assays?
Scp1 inh: -5; DNMT1 inh: -4; LMPTP inh: 0.3; CSN deneddyl inh: 4; Rin1 Abl inh: -1; Rpn11 inh: inactive; STEP block: -2; SUMO1 PPI mod: -17; Neddyl block: inactive; NadD inh: -4

What do the screens show for `Cc1cc([N+](=O)[O-])nn1CC(=O)NNC(=S)Nc1ccc(F)cc1`?
Scp1 inh: -1; DNMT1 inh: 6; LMPTP inh: 1.1; CSN deneddyl inh: 0; Rin1 Abl inh: 2; Rpn11 inh: inactive; STEP block: -1; SUMO1 PPI mod: -3; Neddyl block: inactive; NadD inh: -1

What do the screens show for `CC(=O)Nc1ccc(S(=O)(=O)/N=C2/NC(=O)/C(=C\c3ccco3)S2)cc1`?
Scp1 inh: 53*; DNMT1 inh: 51*; LMPTP inh: 3.1; CSN deneddyl inh: 31; Rin1 Abl inh: 9; Rpn11 inh: inactive; STEP block: 5; SUMO1 PPI mod: 21; Neddyl block: inactive; NadD inh: 1

How did CCOC(=O)C1(C)CCCN(C(=O)Cc2ccc3ccccc3c2)C1 (stereo not given) do in these assays?
DNMT1 inh: -3; LMPTP inh: 0.0; CSN deneddyl inh: 1; Rin1 Abl inh: -2; Rpn11 inh: inactive; STEP block: 0; SUMO1 PPI mod: 1; Neddyl block: inactive; NadD inh: 0

Results for CCOc1ccc(NC(=O)CN(C)C(=O)c2cc(C3CC3)nn2-c2ccccc2)cc1OCC ?
Scp1 inh: 1; DNMT1 inh: -3; LMPTP inh: 1.8; CSN deneddyl inh: 2; Rin1 Abl inh: 3; Rpn11 inh: inactive; STEP block: 2; SUMO1 PPI mod: 3; Neddyl block: inactive; NadD inh: 1

Results for CC1(C(=O)O)CCC(C(=O)Nc2ccccc2O)C1(C)C (stereo not given) ?
Scp1 inh: 0; DNMT1 inh: 0; LMPTP inh: -0.8; CSN deneddyl inh: -6; Rin1 Abl inh: 1; Rpn11 inh: inactive; STEP block: -1; SUMO1 PPI mod: -2; Neddyl block: inactive; NadD inh: -1

How did COc1cccc(-c2cc(=O)c3cc(NC(C)=O)ccc3[nH]2)c1 do in these assays?
Scp1 inh: -6; DNMT1 inh: -5; LMPTP inh: 0.5; CSN deneddyl inh: -1; Rin1 Abl inh: -2; Rpn11 inh: inactive; STEP block: 4; SUMO1 PPI mod: 12; NadD inh: -7

What do the screens show for `Cc1ccc(C(=O)Nc2ccc3c(c2)OCO3)cc1S(=O)(=O)N1CCCCC1`?
Scp1 inh: -16; DNMT1 inh: -1; LMPTP inh: 1.6; CSN deneddyl inh: -8; Rin1 Abl inh: -2; Rpn11 inh: inactive; STEP block: -4; SUMO1 PPI mod: 19; Neddyl block: inactive; NadD inh: 2

Results for CC/C(=C1/C(=O)CC(C)(C)C(C(=O)OC)C1=O)N1CCCC1 (stereo not given) ?
Scp1 inh: -1; DNMT1 inh: 3; LMPTP inh: -0.9; CSN deneddyl inh: 1; Rin1 Abl inh: 1; Rpn11 inh: inactive; STEP block: 1; SUMO1 PPI mod: -3; Neddyl block: inactive; NadD inh: -5

How did CC1CN(S(=O)(=O)c2cccc(-c3cn4ccccc4n3)c2)CC(C)O1 (stereo not given) do in these assays?
Scp1 inh: -7; DNMT1 inh: 0; LMPTP inh: 1.8; CSN deneddyl inh: 2; Rin1 Abl inh: -3; Rpn11 inh: inactive; STEP block: 2; SUMO1 PPI mod: -1; Neddyl block: inactive; NadD inh: -3

How did O=C(CN1CCOCCOCCOCC1)Nc1ccccc1 do in these assays?
Scp1 inh: -4; DNMT1 inh: -3; LMPTP inh: -1.2; CSN deneddyl inh: 0; Rin1 Abl inh: 2; Rpn11 inh: inactive; STEP block: -3; SUMO1 PPI mod: -1; Neddyl block: inactive; NadD inh: 3

How did CC(Oc1ccc(Cl)cc1)C(=O)Nc1sccc1C(N)=O (stereo not given) do in these assays?
Scp1 inh: -14; DNMT1 inh: -10; LMPTP inh: 3.1; CSN deneddyl inh: 0; Rin1 Abl inh: -3; Rpn11 inh: inactive; STEP block: -2; SUMO1 PPI mod: 16; Neddyl block: inactive; NadD inh: -3

Results for CCCn1nnc(NC(=O)c2ccc(F)cc2)n1 ?
Scp1 inh: -4; DNMT1 inh: -3; LMPTP inh: 0.1; CSN deneddyl inh: 3; Rin1 Abl inh: 2; Rpn11 inh: inactive; STEP block: -1; SUMO1 PPI mod: -3; Neddyl block: inactive; NadD inh: -3

Results for COCCN(CC1CCCN(C2Cc3ccccc3C2)C1)C(=O)CCSC (stereo not given) ?
Scp1 inh: -2; DNMT1 inh: -8; LMPTP inh: 3.5; CSN deneddyl inh: 3; Rin1 Abl inh: 2; Rpn11 inh: inactive; STEP block: 10; SUMO1 PPI mod: 2; Neddyl block: inactive; NadD inh: 2

How did CCCC(=O)Nc1ccc2nc(C)n(Cc3ccccc3Cl)c(=O)c2c1 do in these assays?
Scp1 inh: 4; DNMT1 inh: -6; LMPTP inh: -0.2; CSN deneddyl inh: 0; Rin1 Abl inh: -1; Rpn11 inh: inactive; STEP block: 1; SUMO1 PPI mod: 2; Neddyl block: inactive; NadD inh: 5

How did COc1ccc(C2CC(=O)C(C=NCCCN3CCOCC3)=C(O)C2)cc1 (stereo not given) do in these assays?
Scp1 inh: -6; DNMT1 inh: -1; LMPTP inh: -6.4; CSN deneddyl inh: 0; Rin1 Abl inh: -2; Rpn11 inh: inactive; STEP block: -1; SUMO1 PPI mod: 33; Neddyl block: inactive; NadD inh: 0

How did Cc1ccccc1NC(=O)Cc1nc(COC(=O)c2cccc(O)c2)cs1 do in these assays?
Scp1 inh: -2; DNMT1 inh: -11; LMPTP inh: -0.1; CSN deneddyl inh: 2; Rin1 Abl inh: 4; Rpn11 inh: inactive; STEP block: -1; SUMO1 PPI mod: -3; Neddyl block: inactive; NadD inh: 2

Results for Cc1ccc(CNC(=O)CSCc2cccc(F)c2)cc1 ?
Scp1 inh: -6; DNMT1 inh: 2; LMPTP inh: -1.6; CSN deneddyl inh: -10; Rin1 Abl inh: 1; Rpn11 inh: inactive; STEP block: 2; SUMO1 PPI mod: 2; Neddyl block: inactive; NadD inh: -12

Results for CCOC(=O)c1c(NC(=O)CSc2cccc[n+]2[O-])sc(C(=O)Nc2ccccc2)c1C ?
Scp1 inh: -3; DNMT1 inh: -25; LMPTP inh: 1.2; CSN deneddyl inh: 105*; Rin1 Abl inh: -1; Rpn11 inh: inactive; STEP block: 3; SUMO1 PPI mod: 8; Neddyl block: inactive; NadD inh: 1

How did COc1ccc(NC(=O)[C@@H]2O[C@H](CO)[C@H](O)[C@H](O)[C@H]2O)cc1F do in these assays?
DNMT1 inh: 3; LMPTP inh: -1.6; CSN deneddyl inh: -4; Rin1 Abl inh: -3; Rpn11 inh: inactive; STEP block: 1; SUMO1 PPI mod: 1; Neddyl block: inactive; NadD inh: -2

What do the screens show for `CC1(C(=O)Nc2cccc(Oc3ccccc3)c2)Cc2c(-c3ccccc3)ccnc2O1` (stereo not given)?
DNMT1 inh: -9; LMPTP inh: 2.5; CSN deneddyl inh: -3; Rin1 Abl inh: -1; Rpn11 inh: inactive; STEP block: 2; SUMO1 PPI mod: 4; Neddyl block: inactive; NadD inh: -3

Results for CCOC(=O)c1ccc(-n2ccnc2)c(NC(=O)c2cccc(Br)c2)c1 ?
Scp1 inh: -5; DNMT1 inh: 1; LMPTP inh: -1.4; CSN deneddyl inh: 0; Rin1 Abl inh: 5; Rpn11 inh: inactive; STEP block: -3; SUMO1 PPI mod: -3; Neddyl block: inactive; NadD inh: -3

How did CCCCNC(=O)NC1(C(F)(F)F)Oc2ccccc2O1 do in these assays?
Scp1 inh: -5; DNMT1 inh: -1; LMPTP inh: -1.5; CSN deneddyl inh: 0; Rin1 Abl inh: -4; Rpn11 inh: inactive; STEP block: -2; SUMO1 PPI mod: -3; Neddyl block: inactive; NadD inh: -5

How did CC1(C(=O)NS(=O)(=O)Cc2ccccc2)CCN1C(=O)C1(c2ccc(Cl)cc2)CC1 (stereo not given) do in these assays?
DNMT1 inh: 1; LMPTP inh: -1.6; CSN deneddyl inh: 0; Rin1 Abl inh: -1; Rpn11 inh: inactive; STEP block: -3; SUMO1 PPI mod: -1; Neddyl block: inactive; NadD inh: 2
